High-throughput results (PubChem)
Yfh1-off respiration: enhancers of respiration in Yfh1-depleted yeast, dose response, Friedreich's ataxia, plus single-dose screen (AID 1465). S. cerevisiae Yfh1-off respiration, WST-1 reduction, 72 h; higher fold induction means a stronger effect. fold induction at 50 µM; hits with a dose series show EC50 in µM. hit rate 0.074% among 220,000;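 active = fold induction of absorbance versus untreated yeast above a set limit, then at least 30% activation at any dose in follow-up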;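 also: activators that raise dye reduction in frataxin-depleted yeast; strong numbers were not always called active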
NS5 inhibitors: Dengue-2 NS5 methyltransferase inhibitors, primary screen, biochemical, confirmation dose response (AID 588689); hit rate 0.3% among 340,000; Genome polyprotein (Dengue virus type 2 (strain 16681-PDK53)); Dengue-2 NS5 methyltransferase capping enzyme assay, biochemical; higher % means a stronger effect; inhibition, % at 25 µM; hits with a dose series show IC50 in µM; in the data active = a potency from the dose series
NOD2 inhibition: NOD2 signaling inhibitors, cell-based, luminescence, uHTS, HEK293 (AID 1566) | hit rate 0.63% among 290,000 | HEK293 NOD2/NF-kB luciferase reporter, luminescence; higher % means a stronger effect | inhibition, % at 4 µM, or EC50 in µM where a hit was titrated; also: many of its hits are not listed in these tables
NOD1 inhibition: NOD1 signaling inhibitors, primary screen, cell-based, luminescence, uHTS (AID 1578); NOD1-driven NF-kB luciferase reporter cells, luminescence; higher % means a stronger effect; inhibition, % at 4 µM, or EC50 in µM where a hit was titrated; hit rate 1% among 290,000; in the data active = inhibition mostly above about 36%, no sharp cut-off; inactive = mostly below about 34%;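 also: HEK-293T reporter cells stimulated with the NOD1 agonist gamma-tri-DAP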
HIV fusion peptide: inhibitors of HIV fusion peptide binding, primary screen, biochemical, uHTS, fluorescence dequenching (AID 1986). cell-free peptide binding, fluorescence dequenching, 30 min; higher % means a stronger effect. inhibition, % at 20 µM, or IC50 in µM where a hit was titrated. hit rate 0.3% among 290,000; in the data active = inhibition mostly above about 52%, no sharp cut-off; inactive = mostly below about 76%; also: some results filed as inactive read as strong as hits
KOR beta-arrestin-1: KOR antagonists, beta-arrestin recruitment, cell-based, luminescence, uHTS (AID 1778). Kappa-type opioid receptor (Homo sapiens). KOR beta-arrestin recruitment, luminescence, antagonist mode; higher % means a stronger effect. inhibition, % at 10 µM; hits with a dose series show IC50 in µM. hit rate 0.091% among 290,000; also: strong numbers were not always called active
AID2073: inhibitors of Mint1-CaV2.2 protein interaction, biochemical, HTRF (AID 2073); Voltage-dependent N-type calcium channel subunit alpha-1B (Homo sapiens); inhibition, % at 20 µM; hits with a dose series show IC50 in µM; hit rate 0.19% among 290,000; HTRF protein-protein interaction, Mint1-CaV2.2; higher % means a stronger effect; in the data active = inhibition mostly above about 51%, no sharp cut-off; also: some results filed as inactive read as strong as hits
KOR beta-arrestin-2: KOR agonists, beta-arrestin recruitment, primary screen, cell-based, luminescence, uHTS (AID 1777) | activation, % at 10 µM, or EC50 in µM where a hit was titrated | KOR beta-arrestin recruitment, luminescence; higher % means a stronger effect | hit rate 0.02% among 280,000; in the data active = activation above about 50%, passing the limit was not always enough; also: a part of the inactive calls stands beside numbers as strong as those of hits
West Nile antiviral: West Nile virus antiviral activity, cell-based, CPE readout (AID 1621); West Nile virus-infected cells, CPE inhibition; higher % means a stronger effect; CPE inhibition, % at 10 µM, or IC50 in µM where a hit was titrated; hit rate 0.02% among 290,000; in the data active = a potency from the dose series; also: strong numbers were not always called active
NS5 inhibitors pilot replicate: recorded beside NS5 inhibitors, whose call it bears; inhibition, %; measured here: pilot screen replicate inhibition
An asterisk follows results filed as active; i = inactive; . = no result given; [ ] = dose if it differs, or a comment. Rule as the data show it, unless noted: active = inhibition above about 50%; inactive = the rest. An excerpt; the hit share may differ from the screen's.

SMILES | Yfh1-off respiration | NS5 inhibitors | NOD2 inhibition | NOD1 inhibition | HIV fusion peptide | KOR beta-arrestin-1 | AID2073 | KOR beta-arrestin-2 | West Nile antiviral | others
NC(=O)c1nc(-c2cccs2)nc2c1[nH]c(=O)n2-c1ccc(F)cc1 | i | -1% | 9% | -32% | 0.9% | -6% | 33% | -4.0% | -0.3%
Cc1cc(Cl)nc2ccc(Cc3ccc4nc(Cl)cc(C)c4c3)cc12 | i | 0% | 32% | 6% | 1.8% | -8% | 29% | 6.9% | -0.2%
CN1CCC(OC(=O)c2ccco2)CC1 | i | -5% | 14% | -32% | 1.0% | -20% | 27% | -0.4% | 0.4%
CC12c3ccccc3C(c3ccccc31)C1C(=O)N(Cc3cccnc3)C(=O)[C@H]12 (some centres not stated) | i | 2% | 14% | -16% | -1.2% | 17% | -4% | 1.1% | -0.8%
CCCCSc1nnc(CCCCCNC(=O)OC(C)(C)C)o1 | i | -3% | 14% | 11% | 1.1% | 15% | -12% | 8.0% | -1.4% | NS5 inhibitors pilot replicate=-6.1
CN1CCN(NC(=O)c2cc(S(=O)(=O)Nc3ccc(Cl)cc3)ccc2Cl)CC1 | i | 2% | 11% | -5% | -1.5% | 25% | 1% | 0.1% | 0.0%
COc1ccc(/C=N/n2c(C)nnc2C)c(OC)c1 | i | 5% | -4% | 19% | -0.5% | -46% | 1% | 8.2% | 1.1%
CC1=C2C3OC(=O)C(C)[C@@H]3CC[C@](C)(O)C2C2C3C4C5(C12)[C@H]1OC(=O)[C@@H](C)C1CC[C@]4(C)O[C@]5(C)[C@@H]3O (some centres not stated) | i | -11% | 7% | -17% | 2.2% | -16% | 9% | 2.2% | -0.1%
O=C(NCc1cccnc1)c1ccccc1Br | i | -2% | -6% | -10% | 1.8% | 19% | -2% | -2.5% | 0.3%
CC(C)c1ccc(NC(=S)Nc2ccc3cn[nH]c3c2)cc1 | i | -3% | -2% | -8% | -2.3% | 8% | -8% | -2.2% | -0.1%
CCCN(CC(=O)Nc1ccccc1OC)Cc1c(O)ccc2ccccc12 | . | -9% | 2% | -5% | -1.0% | -19% | -4% | -0.8% | 0.2%
O=C(Nc1ccc2c(c1)OCCO2)c1cccc(Cl)c1 | . | 5% | -46% | -2% | -0.2% | -42%[20 µM] | 16% | 7.9% | 0.0%
CCOCc1cnc(C)nc1NCC(=O)c1c(C)[nH]c2cc(C)ccc12 | i | -2% | -9% | -22% | -2.1% | -318% | -9% | 7.1% | 0.4%
Cc1cc(C)c(C)c(S(=O)(=O)NCCCN2CCCC2=O)c1C | . | 5% | 2% | -6% | -0.8% | 13% | 2% | -0.4% | -0.1%
COC(=O)N/N=C/c1cc(Br)ccc1O | i | 3% | 21% | -6% | -3.0% | -23% | 28% | -4.2% | 0.3%
CSc1ccc(CCNC(=O)C2CCN(c3nnc(-n4cccc4)s3)CC2)cc1 | i | -6% | 10% | 10% | -1.2% | 21% | 1% | -9.2% | -0.1%
COc1ccc2[nH]c(C)c(CN3CCCCC3)c(=O)c2c1 | i | -3% | 9% | -10% | -1.4% | 7% | 4% | -5.0% | -0.3%
CCn1c(SCC(=O)Nc2cc(C)on2)nc2c1c(=O)n(C)c(=O)n2C | i | -6% | 5% | -7% | 0.6% | 16% | 3% | -1.8% | -0.2%
Cc1ccc(NNC(=O)c2cccs2)cc1Cl | i | -11% | -68% | -6% | -2.9% | 15% | -10% | -0.6% | -0.8%
COc1ccc(OC)c(S(=O)(=O)N/N=C\c2c[nH]c3ccccc23)c1 | . | 1% | 29% | 30% | -1.3% | -16% | 4% | -4.7% | -1.5%
COc1ccc(OC)c(-c2csc(NC(=O)Cn3[nH]c(=O)c4ccccc4c3=O)n2)c1 | i | 11% | 24% | -48% | 1.9% | -31% | 34% | -3.4% | 1.3%
CC(C)(C)c1ccc(C(=O)NCC(=O)N2CCC3(CC2)NCCc2[nH]cnc23)cc1 | . | 3% | -8% | -20% | 1.0% | -31% | -4% | 5.4% | 0.1%
CCN(CC)CC(=O)Nc1sc(C)cc1C(=O)c1ccc(C)cc1 | . | 10% | 4% | -14% | -1.3% | -13% | 0% | 0.5% | -1.1%
Cc1ccc(C)c(N2CCN(C(=O)c3ccc4nc(-c5ccco5)c(-c5ccco5)nc4c3)CC2)c1 | i | 14% | 12% | -2% | 61% | -41% | 57% | 5.5% | 0.5%
C/C(=C\C(=O)C(F)(F)F)Nc1cc(C)cc(C)c1 | i | -5% | 8% | 6% | -1.2% | -21% | 7% | -2.3% | 0.2%

Filtered by structure, the entries above with a tert-butyl group
SMILES | Yfh1-off respiration | NS5 inhibitors | NOD2 inhibition | NOD1 inhibition | HIV fusion peptide | KOR beta-arrestin-1 | AID2073 | KOR beta-arrestin-2 | West Nile antiviral | others
CCCCSc1nnc(CCCCCNC(=O)OC(C)(C)C)o1 | i | -3% | 14% | 11% | 1.1% | 15% | -12% | 8.0% | -1.4% | NS5 inhibitors pilot replicate=-6.1
CC(C)(C)c1ccc(C(=O)NCC(=O)N2CCC3(CC2)NCCc2[nH]cnc23)cc1 | . | 3% | -8% | -20% | 1.0% | -31% | -4% | 5.4% | 0.1%

3 structures out of the list, arranged by heavy-atom count, highest first:
SMILES | Yfh1-off respiration | NS5 inhibitors | NOD2 inhibition | NOD1 inhibition | HIV fusion peptide | KOR beta-arrestin-1 | AID2073 | KOR beta-arrestin-2 | West Nile antiviral | others
CC(C)(C)c1ccc(C(=O)NCC(=O)N2CCC3(CC2)NCCc2[nH]cnc23)cc1 | . | 3% | -8% | -20% | 1.0% | -31% | -4% | 5.4% | 0.1%
CC(C)c1ccc(NC(=S)Nc2ccc3cn[nH]c3c2)cc1 | i | -3% | -2% | -8% | -2.3% | 8% | -8% | -2.2% | -0.1%
O=C(NCc1cccnc1)c1ccccc1Br | i | -2% | -6% | -10% | 1.8% | 19% | -2% | -2.5% | 0.3%

Later entries:
SMILES | Yfh1-off respiration | NS5 inhibitors | NOD2 inhibition | NOD1 inhibition | HIV fusion peptide | KOR beta-arrestin-1 | AID2073 | KOR beta-arrestin-2 | West Nile antiviral | others
CCN(CC)C(=O)C1CCN(Cc2ccc(OCc3ccccc3)c(OC)c2)CC1 | . | -3% | 0% | 1% | 0.4% | 7%[20 µM] | -2% | 2.6% | -1.0%
Cc1nc2sc(C(c3ccccc3)N3CC(C)OC(C)C3)c(O)n2n1 (configuration not stated) | i | -5% | 10% | -5% | -2.0% | 15% | 4% | -4.8% | 0.4%
Cc1cc2ncn(C(=O)c3cc(-c4ccccc4)nc4ccccc34)c2cc1C | i | -5% | 27% | 24% | 1.5% | 21% | -1% | 0.3% | -0.1%
COc1ccc2c(c1)C(C)=CC(C)(C)N2C(=O)CNCc1ccc2c(c1)OCO2 | i | 1% | 5% | 0% | -1.8% | 23% | -6% | 3.2% | 0.0%
COc1ccc(OC)c(CNC(=O)C2CCCN(c3nc4ccccc4o3)C2)c1 (configuration not stated) | i | -10% | 8% | -16% | 1.0% | -38% | 3% | -0.6% | 0.0%
CCOC(=O)COc1ccc(S(=O)(=O)NC2CC2)cc1 | . | 2% | -2% | 2% | -0.3% | 6% | 0% | 0.4% | -0.4%
O=C(CCc1nc2ccccc2c(=O)[nH]1)Nc1ccc(F)c([N+](=O)[O-])c1 | i | -10% | 12% | -37% | 33% | -22% | 34% | -2.5% | 0.2%
CCOc1ccccc1C1C(C(=O)OC)=CN(C)C=C1C(=O)OC | i | 5% | 9% | -19% | -1.8% | 0% | 33% | 2.8% | 0.1% | NS5 inhibitors pilot replicate=-1.5
CCCS(=O)(=O)N1CCC(C(=O)NCCCOC(C)C)CC1 | i | 4% | 18% | 14% | -1.3% | 38% | -7% | -4.5% | 0.3%
Clc1ccc(CSc2nnc(Cn3cnc4ccccc43)o2)cc1 | i | -9% | 33% | 51% | 0.3% | -44% | 1% | 3.0% | -0.8%
O=C(O)COc1ccc(S(=O)(=O)N2CCCC2)cc1 | . | 5% | 10% | -21% | -1.0% | -24%[20 µM] | -3% | 3.6% | 0.3%
COC(=O)c1ccccc1-c1ccc(/C=N/Nc2nc(N3CCCC3)nc(N3CCCC3)n2)o1 | i | -2% | -22% | -1% | 0.6% | -44% | 26% | 5.9% | 2.2%
COc1cccc(-n2c(C)nn(C)c2=O)c1 | i | 1% | 5% | -18% | 0.9% | 8% | 4% | -2.8% | 1.1% | NS5 inhibitors pilot replicate=-3.6
COc1ccc(C(c2nnnn2Cc2ccccc2)N2CCN(c3nc4ccccc4s3)CC2)cc1 (configuration not stated) | i | -3% | -2% | -4% | -0.3% | 14% | 3% | 2.2% | -0.2%
Cc1c(Cl)cccc1NC(=S)NCCc1ccc(S(N)(=O)=O)cc1 | i | . | 5% | -2% | 2.7% | -38% | 1% | -4.4% | -0.3%
COc1ccc(-n2nc(C(=O)NCCCN3CCOCC3)c3ccccc3c2=O)c(OC)c1 | . | -16% | 0% | -8% | -0.7% | -18% | 10% | -3.2% | -0.4%
COc1ccc(OC)c(C2=Nn3c(nnc3C3CCCCC3)SC2)c1 | i | -7% | -2% | -36% | -0.1% | 16% | -17% | 1.6% | -1.0%
Cc1nn(-c2ccccc2)c(C)c1C(=O)OCC(=O)Nc1ccc2c(c1)OCO2 | i | -6% | 7% | -20% | 3.0% | 2% | -2% | -0.3% | -0.4%
CC(C)(C)OC(=O)C(C)(C)O/N=C(\C(=O)O)c1csc(N)n1 | i | -1% | 12% | -24% | -1.3% | -25%[20 µM] | -2% | . | 0.8%
CCC(=O)C1CCCN(C(=O)c2cccc(OC3CCN(S(C)(=O)=O)CC3)c2)C1 (configuration not stated) | . | -4% | 14% | -12% | 2.0% | -2% | 4% | 0.2% | -0.6%
CCn1c(-c2cccnc2Cl)nc2ccccc21 | i | -3% | 3% | -25% | 0.0% | -19% | 7% | -2.9% | -0.4% | NS5 inhibitors pilot replicate=0.9
CN(C)c1nc(SCc2ccccc2)nc(N2CCOCC2)n1 | i | -2% | 16% | 18% | -2.6% | -27% | -7% | 3.3% | 0.8%
NNC(=O)C(Cc1ccccc1)NC(=O)OCc1ccccc1 (configuration not stated) | i | -4% | -11% | -27% | -0.7% | -13%[20 µM] | 6% | . | -0.3%
Cc1ccc(CN2C(=O)C3CCCN3c3ccc(C#N)cc32)cc1 (configuration not stated) | i | . | 4% | -6% | 0.2% | 25% | 31% | 4.1% | 0.4%
CCc1ccc(OCCOCC(O)CN(CCO)CCO)cc1 (configuration not stated) | i | -6% | 24% | -13% | -1.5% | -9% | 0% | -1.5% | 0.1%
CCC(C(=O)NCc1ccc(F)cc1)N(Cc1ccco1)C(=O)c1snc(C(N)=O)c1N (configuration not stated) | i | -6% | 6% | -6% | -2.5% | 19% | 10% | -9.9% | -0.9%
O=C(COc1ccccc1[N+](=O)[O-])OCCCOC(=O)COc1ccccc1[N+](=O)[O-] | . | -1% | 11% | -17% | -1.8% | 36% | -3% | -0.3% | 0.1%
COc1ccc(CNC(=O)C(c2ccco2)N(C(=O)c2snc(C(N)=O)c2N)c2ccccc2OC)cc1 (configuration not stated) | . | -7% | 23% | -14% | 1.2% | 42% | 12% | 0.9% | -0.6%
Cc1ccc(S(=O)(=O)NC(C(=O)N2CCOCCOCCOCCOCC2)C(C)C)cc1 (configuration not stated) | . | -3% | 11% | -33% | -0.2% | 24% | 6% | -3.9% | -0.3%
CCN(CC)S(=O)(=O)c1ccc(NC(=O)C(C)N(c2ccccc2)S(C)(=O)=O)cc1 (configuration not stated) | i | . | 1% | -27% | -1.1% | -23% | 7% | -6.6% | -0.2%
